# High-throughput results (PubChem)
# DAX1 inh-1: inhibitors of human orphan nuclear receptor DAX1 (NR0B1) | HEK293 Gal4-DAX1 luciferase reporter, luminescence | inhibition, % at 6.75 µM | 0.99% of 340,000 active | AID 504766;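 active means inhibition above the mean over all tested compounds plus 3 SD, cut at about 4.2% in these data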;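 further: 0% = DAX1-transfected cells with DMSO and 100% = empty-vector control cells with DMSO; inhibition shows as a rise in luminescence from relieved DAX1 repression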
# Target sequence (P51843 207-470 limits assumed): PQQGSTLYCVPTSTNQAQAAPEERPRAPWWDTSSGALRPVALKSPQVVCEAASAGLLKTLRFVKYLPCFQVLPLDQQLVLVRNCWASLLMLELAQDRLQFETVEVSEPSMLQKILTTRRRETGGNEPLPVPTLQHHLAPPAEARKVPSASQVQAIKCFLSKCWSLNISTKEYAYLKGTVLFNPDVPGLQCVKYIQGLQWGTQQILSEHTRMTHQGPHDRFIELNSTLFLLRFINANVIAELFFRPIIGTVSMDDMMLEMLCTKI
# ssDAF-12 act: activates DAF-12 receptor from parasite S. stercoralis. activation, % at 6.8 µM. HEK293 ssDAF-12/GRIP1 lit1-tk-luc reporter, luminescence; % of 3 µM dafachronic acid response. 1% of 370,000 active;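 active means activation above the mean over all tested compounds plus 3 SD, cut at about 0.9% in these data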;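 further: 0% = DMSO-only wells and 100% = 3 µM delta7-dafachronic acid wells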
# NR1D1 modulator: Rev-erb alpha (human) modulation; P20393; Rev-erbα–FITC-DNA binding, fluorescence polarization, 90 min; activity, % at 10 µM; 0.79% of 370,000 active;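 active means activity above about 14%, limit read from the data; passing the limit was not always enough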;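 further: 0% = DMSO wells with 35 nM protein and 100% = DMSO wells with 750 nM protein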
# sPLA2-III inh: Inhibits HGIII-sPLA2 liposome hydrolysis, primary screen. Q9NZ20. QFRET BODIPY PC-A2 liposome hydrolysis, fluorescence. inhibition, % at 12.2 µM. 0.56% of 370,000 active. AID 743126;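 active means inhibition above mean plus 3 SD of compounds lying within the high and low control bounds, cut at about 19% in these data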;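 further: 0% = median of test compound wells and 100% = no enzyme DMSO wells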
# Target sequence (Q9NZ20 whole entry, looked up): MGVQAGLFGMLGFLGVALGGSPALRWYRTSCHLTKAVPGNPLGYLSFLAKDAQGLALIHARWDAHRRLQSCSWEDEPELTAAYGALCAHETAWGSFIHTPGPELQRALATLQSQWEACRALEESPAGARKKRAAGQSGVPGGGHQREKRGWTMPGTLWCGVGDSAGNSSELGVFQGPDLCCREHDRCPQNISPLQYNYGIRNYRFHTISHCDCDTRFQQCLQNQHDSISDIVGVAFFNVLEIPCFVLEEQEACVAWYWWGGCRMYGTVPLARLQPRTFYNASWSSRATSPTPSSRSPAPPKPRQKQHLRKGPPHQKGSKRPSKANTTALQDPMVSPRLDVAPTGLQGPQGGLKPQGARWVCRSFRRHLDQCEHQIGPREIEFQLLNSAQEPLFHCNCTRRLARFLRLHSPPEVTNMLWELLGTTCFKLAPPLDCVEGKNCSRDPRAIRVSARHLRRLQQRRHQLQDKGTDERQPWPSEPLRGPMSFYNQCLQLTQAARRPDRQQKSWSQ
# PG9 Ab binder: PG9 antibody binding by small molecule; TR-FRET gp120-PG9 antibody binding; inhibition, % at 6.7 µM; 0.43% of 360,000 active; in the data active means inhibition above about 8.5%
# PLCb3 inh: blocks human PLC-beta3 enzyme activity; Purified PLC-beta3, fluorogenic substrate, fluorescence; AID 720704; 0.18% of 370,000 active; inhibition, % at 12.2 µM; in the data active means inhibition above about 11%;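 further: 0% = median of compound wells on plate and 100% = full blocker control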
# FXN GAA850 act: increases GAA850 frataxin promoter reporter activity; HEK293 lucGAA850 FXN promoter luciferase reporter, 24 h; percent of 10 µM SAHA response; activation, % at 6 µM; 0.56% of 360,000 active;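 active means activation above the average of all compounds screened plus 3 SD, cutoff fixed separately per campaign, cut at about 7.5% in these data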;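 further: 0% = DMSO wells and 100% = 10 µM SAHA wells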
# hgDAF-12 ag: hgDAF-12 agonism, primary luciferase screen; 1.8% of 370,000 active; activation, % at 6.8 µM; HEK293 GAL4-hgDAF12 UAS-luciferase reporter, agonist luminescence; normalized to butyrate control; AID 687014;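 active means activation above a cutoff set at the mean of all screened compounds plus 3 SD, cut at about 10% in these data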;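 further: 0% = DMSO wells and 100% = sodium butyrate wells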
# SMARCA2 act: SMARCA2 function activation, primary screen | MG213 cells, MMTV-luciferase reporter, dexamethasone, overnight | activation, % at 9.1 µM | 1% of 370,000 active; in the data active means activation above about 7.8%;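 further: 0% = vehicle wells and 100% = reference activator wells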
# DAX1 inh-2: inhibitors of DAX1 repression of SF-1 activated StAR promoter. HEK293T StAR-luciferase reporter, SF-1/DAX-1 repression relief. inhibition, % at 6.8 µM. 1.1% of 370,000 active. AID 652010;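 active means inhibition above the mean over all tested compounds plus 3 SD, cut at about 3.6% in these data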;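 further: 0% = DAX-1 cells with DMSO and 100% = cells lacking DAX-1 with DMSO; higher inhibition means more luminescence from relief of DAX-1 repression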
# hcDAF12 agonist: activates DAF-12 receptor from parasite H. contortus; HEK293 hcDAF-12 lit1-tk-luc reporter, luminescence; 0% DMSO, 100% Δ7-dafachronic acid; activation, % at 6.8 µM; 1.4% of 370,000 active; AID 652067;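 active means activation above the mean of all tested compounds plus 3 SD, cut at about 5.5% in these data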;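 further: 100% = response to 3 µM Δ7-dafachronic acid high control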
# Active calls of the source: *; . = not tested or not shown.
SMILES,DAX1 inh-1,ssDAF-12 act,NR1D1 modulator,sPLA2-III inh,PG9 Ab binder,PLCb3 inh,FXN GAA850 act,hgDAF-12 ag,SMARCA2 act,DAX1 inh-2,hcDAF12 agonist
Cc1csc(CN(C)C(=O)C2CCC(=O)N(CCCc3ccccc3)C2)n1 (configuration not stated),0.8,-1.3,-3.3,-0.4,1.4,5.4,-0.7,2.1,-1.0,-0.2,-1.4
COC(=O)c1c(NC(=O)CSc2nnc(Cn3nnc4ccccc43)n2C)sc(C)c1C,0.6,-0.9,-0.3,-8.0,-1.4,4.0,0.1,0.0,-1.1,0.6,-1.1
CCOc1ccc2oc(C(=O)NC3CC(C)(C)NC(C)(C)C3)c(C)c2c1,2.0,-1.2,-3.4,2.1,1.7,-20.4,-1.5,-1.9,-5.5,-0.4,-1.1
Cc1cccc(CN(C)C[C@H]2OCc3cnnn3CCCC(=O)N([C@@H](C)CO)C[C@@H]2C)c1,-0.2,-0.9,11.4,5.9,-0.6,1.2,1.7,-1.2,2.6,1.4,0.4
Cc1cc2c(cc1C)C(c1ccsc1)CC(=O)N2 (configuration not stated),-0.1,-1.4,1.4,4.4,-0.9,-3.8,-1.3,-2.7,-3.0,0.0,-0.4
CC(C)c1cc(C(=O)O)n[nH]1,-1.5,-1.0,1.7,7.8,0.5,1.5,-1.3,2.6,-3.0,0.7,0.2
COc1cccc(CN(C)C(=O)[C@H]2O[C@@H](n3cnc4c(=O)[nH]c(N)nc43)[C@H](O)[C@@H]2O)c1,.,-1.0,1.0,-2.4,-1.8,3.4,.,0.5,-1.1,-1.0,-0.3
CCc1nnc(NC(=O)C2CCN(c3nccc(C)n3)CC2)s1,-1.8,-1.7,-1.9,-1.4,0.5,-11.7,1.3,-0.2,-0.6,-0.8,-1.9
CC(O)CSc1nc2c(c(=O)[nH]c(=O)n2C)n1CC(O)COc1ccccc1 (configuration not stated),1.1,-1.2,-5.5,-3.9,1.4,0.4,2.6,-0.3,0.4,-0.8,-0.3
O=C(CNC(=O)c1nc[nH]c1C(=O)N1CCc2ccccc2C1)OCc1ccccc1,-1.1,-1.4,-1.7,-21.0,0.2,2.3,-2.4,0.2,0.4,-1.0,-0.8
Cc1ccc(C2=NO[C@@](CC(=O)O)(C(=O)Nc3ccc4c(c3)OCCO4)C2)cc1,0.6,-1.9,-3.6,2.9,-2.5,-8.8,2.6,-1.6,-0.8,0.0,-2.5
COc1ccc(OCCCC(=O)Nc2cccc([N+](=O)[O-])c2)cc1,0.7,-1.5,-5.8,-3.2,-0.3,-0.9,-1.8,-1.4,-1.8,-0.3,-3.1
Cc1nc(N)sc1C(=O)NN,.,-0.6,0.7,9.2,-1.5,-15.5,2.6,2.9,2.3,0.5,-2.3
CC(C)(C)NC(=O)NC(=O)COC(=O)C1CCN(S(=O)(=O)c2cccs2)CC1,0.5,-1.2,0.8,-2.1,-2.7,-5.0,0.1,-0.5,-0.6,0.2,1.0
O=C(NC1CCSc2ccccc21)c1cccc(S(=O)(=O)N2CCOCC2)c1 (configuration not stated),0.2,-1.3,5.0,-2.0,-1.9,-0.7,0.2,-2.8,0.1,-1.4,-0.9
Cn1c(CCNC(=O)c2ccco2)nc2ccccc21,-0.1,-1.0,-2.8,4.1,-1.8,-4.8,-0.4,-0.1,-1.8,2.7,-1.1
Cc1ccc(CNC(=O)C2CCC(=O)N2C(C)C)cc1 (configuration not stated),0.2,-0.9,1.8,-0.7,-1.6,-6.6,0.5,2.7,2.3,-0.3,0.8
CCOc1ccc(N2C(=O)CC(Sc3nc(O)c(CC)c(=O)[nH]3)C2=O)cc1 (configuration not stated),.,-1.0,4.2,6.4,1.9,2.0,-1.4,-0.7,-0.8,0.1,-0.1
COC(CNC(=O)C(=O)Nc1cc2c3c(c1)CC(=O)N3CCC2)OC,0.1,-0.6,1.4,-0.7,-1.9,-5.1,0.7,0.7,-2.5,0.4,-1.6
CC1(C)CC(=O)C2=C(C1)Nc1ccccc1NC2c1cccc(F)c1 (configuration not stated),0.3,-0.9,-4.5,1.0,-0.7,-9.2,-2.2,-0.9,-0.7,-0.7,-2.8
COc1ccc(NC(=O)C(NC(C)=O)C(=O)NCc2ccccc2OC)cc1 (configuration not stated),-0.1,-0.9,-2.0,-4.3,-1.7,3.4,1.3,2.6,-0.4,-0.5,-1.5
Cc1cc(C)c(NC(=S)N(CCN(C)C)C(C)c2cccnc2)c(C)c1 (configuration not stated),0.8,-2.0,4.7,2.0,-0.1,6.0,2.1,3.2,6.2,-0.1,-1.4
CC(=O)Oc1ccc(C(=O)Nc2ccccc2C(=O)NCC(C)C)cc1,-1.1,-1.1,-0.3,-9.2,1.7,0.0,4.1,0.2,-2.8,-0.9,3.4
COCCN(C(=O)COC(=O)CSc1ccc2ccccc2c1)c1c(N)n(Cc2ccccc2)c(=O)[nH]c1=O,-1.1,-1.2,-3.4,-9.2,-1.3,-8.9,-0.3,-1.3,-4.2,1.3,-1.6
COc1ccccc1NS(=O)(=O)c1cc(N)ccc1N1CCCCC1,1.2,-0.5,4.4,-22.0,0.4,-3.1,0.8,-3.0,-1.1,-0.4,-1.4

# Next section (3 carried over from the part before).
SMILES,DAX1 inh-1,ssDAF-12 act,NR1D1 modulator,sPLA2-III inh,PG9 Ab binder,PLCb3 inh,FXN GAA850 act,hgDAF-12 ag,SMARCA2 act,DAX1 inh-2,hcDAF12 agonist
CC(=O)Oc1ccc(C(=O)Nc2ccccc2C(=O)NCC(C)C)cc1,-1.1,-1.1,-0.3,-9.2,1.7,0.0,4.1,0.2,-2.8,-0.9,3.4
COCCN(C(=O)COC(=O)CSc1ccc2ccccc2c1)c1c(N)n(Cc2ccccc2)c(=O)[nH]c1=O,-1.1,-1.2,-3.4,-9.2,-1.3,-8.9,-0.3,-1.3,-4.2,1.3,-1.6
COc1ccccc1NS(=O)(=O)c1cc(N)ccc1N1CCCCC1,1.2,-0.5,4.4,-22.0,0.4,-3.1,0.8,-3.0,-1.1,-0.4,-1.4
O=C(NCc1nnnn1-c1ccc(F)cc1)c1ccc2ccccc2c1,-0.9,-1.6,0.2,-8.9,-2.2,-3.3,-2.0,-5.1,-5.7,-0.2,-1.0
O=C(NNC1CC(=O)N(c2ccccc2)C1=O)c1ccco1 (configuration not stated),0.7,-0.7,0.7,-3.0,-2.7,-1.1,0.8,1.7,-2.6,0.7,3.4
Cc1cccc2cc(C#N)c(SCC(=O)NCc3cccs3)nc12,0.7,-1.7,86.6*,-2.9,42.5*,-3.2,-0.8,0.0,1.3,-0.2,-0.1
Cc1ccc(NC(=O)NC2(C(=O)NCc3ccco3)CCCCC2)cc1,0.3,-1.4,-5.8,-3.5,1.7,-0.5,-2.5,3.0,0.4,0.1,-0.8
O=C(NCCNC(=O)c1cc(Cl)ccc1Cl)c1cnccn1,0.1,-0.3,-0.4,2.8,-1.0,-0.1,-1.6,-0.5,3.9,-0.1,-0.7
CC1(C)CC(=O)C=C(Nc2ccccc2C#N)C1,1.1,-0.8,-0.1,-0.3,0.2,-22.4,1.0,-0.8,-1.2,-0.5,0.4
O=C(Cn1cc([N+](=O)[O-])ccc1=O)NCC(=O)Nc1ccc(F)c(F)c1F,0.7,-1.2,3.7,16.3,-0.3,-3.2,1.0,-0.4,-5.5,-0.3,-2.2
C=CCSc1n[nH]c(-c2ccc(OCCCC)cc2)n1,1.7,0.9*,1.9,-17.7,2.4,5.1,2.3,5.6,2.5,2.0,0.8
NCCc1c(C(=O)O)[nH]c2ccc([N+](=O)[O-])cc12,0.9,-1.6,4.0,-1.1,-3.2,-6.4,1.8,-1.4,1.6,0.2,-0.4
COc1cc2ccccc2cc1C(=O)NC(=S)Nc1cccc(C(=O)O)c1,.,-1.3,-1.3,-3.5,-0.4,-16.0,1.5,-0.6,2.6,1.3,2.1
CCO[C@H]1OC(C(=O)Nc2ccccc2)=C[C@@H](c2coc3ccccc3c2=O)[C@@H]1CCCO,-0.2,-1.0,1.6,-13.7,-1.1,1.6,-1.1,-3.5,3.0,-0.3,-2.3
CCCCNc1nc2c(c(=O)n(Cc3ccccc3)c(=O)n2C)n1C,2.8,-0.9,-1.1,13.4,0.3,-1.6,0.6,-0.5,-4.3,-0.1,-0.8
COc1cc(NC(=O)C2CCN(c3cnccn3)CC2)cc(OC)c1,0.6,-1.4,3.8,3.1,-0.4,-46.4,0.0,0.8,-2.2,0.0,0.2
C/C(=N\NC(=O)c1cccc(F)c1)c1cccc(NC(=O)c2ccc(F)cc2)c1,1.1,0.4,1.9,3.3,1.6,1.7,1.4,3.5,4.0,0.5,3.5
COc1ccc(CCNC(=O)c2ccc(CNS(=O)(=O)c3cc(C)ccc3C)cc2)cc1OC,-1.2,-1.6,-3.0,-22.8,0.1,-2.1,-0.4,-3.4,-2.4,-2.8,-3.8
CN(C)S(=O)(=O)c1cccc(NC(=O)c2cccc(NS(=O)(=O)c3ccccc3)c2)c1,-2.5,-1.6,-4.0,-41.2,-0.2,-5.5,-0.8,-7.1,-5.7,-1.0,-3.2
O=C(CCc1nnc(CCC2CCCCC2)o1)NCCc1cccnc1,-0.6,-1.6,-5.0,10.4,-0.3,1.0,0.2,6.5,-0.8,-0.2,2.2
CCC(=O)NC(C)C(c1cccs1)N1CCOCC1 (configuration not stated),-0.1,-0.7,-2.9,5.8,-1.5,-0.5,-1.2,0.0,0.2,0.5,0.0
Cc1ccc(COC[C@H](CC(C)C)N2CCN(C(=O)c3cccc(C(F)(F)F)c3)CCC2=O)cc1,.,-0.7,-5.2,2.8,0.0,6.0,.,-0.1,0.4,-1.7,-2.4
CCN1CCN(c2ccc(S(=O)(=O)N3CCOCC3)cc2NC(=O)C(C)Oc2ccc(F)cc2)CC1 (configuration not stated),0.0,-1.3,2.5,-7.6,-0.3,2.0,0.1,-1.0,0.3,0.6,0.1
COCCCn1nnnc1SCC(=O)N1CCCC1,0.0,-1.1,6.9,3.1,-0.4,-0.9,-2.5,-1.6,1.6,0.0,-0.9
COc1cc(OC)cc(C(=O)OCC(=O)Nc2ccc3[nH]c(=O)[nH]c3c2)c1,1.1,-0.7,-3.8,-0.4,-2.4,-3.6,0.2,3.9,-2.6,-1.3,-0.1
COCCCN1C(=O)N(c2ccccc2)C(=O)C1CC(=O)Nc1ccc(F)cc1 (configuration not stated),0.6,-1.1,2.1,-3.1,-0.8,-4.7,-0.2,-3.9,0.1,-0.2,-1.4
CCOC(=O)c1c(C)n(C)c2ccc(OCC(O)CNCCc3ccccc3)cc12 (configuration not stated),0.0,-1.0,3.8,-12.9,-1.0,-5.1,1.0,-2.1,-0.2,-0.6,0.2
O=C(C1=C[C@H](c2csc3ccccc23)C[C@H](OCCCCO)O1)N1CCN(Cc2ccc3c(c2)OCO3)CC1,-1.9,-1.3,1.6,-25.3,1.5,2.7,-1.1,-2.7,1.4,-0.8,-2.1
O=C(NCC(c1ccccc1Cl)N1CCCC1)c1ccc(N2CCCC2=O)cc1 (configuration not stated),0.8,-0.3,1.2,-2.0,-1.4,2.8,-2.4,2.7,4.0,3.3,2.6
S=C(Nc1cccnc1)NC1CC2CCC1C2 (configuration not stated),-0.1,-1.2,3.0,10.2,-0.1,-12.0,1.5,0.7,-1.3,1.0,-1.2
